# Apaf1 inhib: inhibitors of human Apaf-1 apoptosome; O14727; reconstituted apoptosome caspase-3 activity, DEVD-Rh110 fluorescence; inhibition, % at 20 µM; 330,000 compounds, 0.71% hits; AID 489030; active = inhibition of at least 40% at 20 µM;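 note: plate controls were DMSO wells for no effect and DEVD-CHO caspase inhibitor wells for full effect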
#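 Material: reconstituted apoptosome with Apaf-1, cytochrome c, caspase-9, procaspase-3, dATP; medium: pH 7.5 Hepes buffer with CHAPS, BSA, DTT; also added: cytochrome c and DEVD-Rh110 substrate; timing: 30 min plus 50 min, RT; signal: Rh110 fluorescence intensity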
# SENP7 inh: blocks the human protease SENP7 | Q9BQF6 | recombinant SENP7, Z-RLRGG-aminoluciferin luminescence, 40 min | inhibition, % at 5 µM | 330,000 compounds, 1.5% hits | AID 434973;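 active = inhibition above about 50% at the single test dose, limit read from the data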;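 note: plate controls were DMSO with enzyme for no effect and no enzyme buffer wells for full effect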
# SENP6 block: SENP6 protease inhibition | Recombinant SENP6 catalytic domain, aminoluciferin luminescence | inhibition, % at 10 µM | 330,000 compounds, 1.8% hits;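 active = inhibition above about 50% at the single tested dose, limit read from the data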;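 note: plate controls were DMSO wells with enzyme for no effect and DMSO wells lacking enzyme for full effect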
# UBC13 polyUb: inhibitors of human UBC13 polyubiquitin chain formation | TR-FRET | 330,000 compounds, 0.47% hits | P61088 | inhibition, % at 20 µM; in the data active = inhibition above about 45%, passing the limit was not always enough; inconclusive = no clear call, values can overlap the other calls
# Target sequence (P61088 whole entry, looked up): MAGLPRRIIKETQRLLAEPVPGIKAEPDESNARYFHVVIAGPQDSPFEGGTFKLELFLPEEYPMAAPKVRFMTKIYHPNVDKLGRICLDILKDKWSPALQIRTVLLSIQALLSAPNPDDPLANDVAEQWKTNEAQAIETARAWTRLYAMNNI
# SENP1 FRET inh: inhibitors of human SENP1 SUMO protease catalytic domain; recombinant SENP1 catalytic domain, CyPet-SUMO1-YPet FRET cleavage; 360,000 compounds, 0.21% hits; inhibition, % at 10 µM;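 active = inhibition at least 30% at 10 µM, raw YFP signal under a set limit, fluorescence ratio 0.5 to 1.5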;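 note: 0% = enzyme with DMSO and 100% = no enzyme wells; some results filed as inactive read as strong as hits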
# Target sequence (Q9P0U3 419-644 limits assumed): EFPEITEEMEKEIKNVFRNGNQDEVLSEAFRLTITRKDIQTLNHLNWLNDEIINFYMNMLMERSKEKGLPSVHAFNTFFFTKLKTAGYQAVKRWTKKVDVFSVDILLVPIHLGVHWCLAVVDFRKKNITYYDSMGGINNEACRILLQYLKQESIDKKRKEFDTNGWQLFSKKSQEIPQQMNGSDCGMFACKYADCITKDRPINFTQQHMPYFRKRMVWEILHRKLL
#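 material = recombinant human SENP1 catalytic domain, His6-tagged | quantity = 20 pM enzyme | reagent = 25 nM SUMO1 FRET substrate | compound dosing = 10 µM single point, 0.5% DMSO | timing = 50 min enzyme reaction, room temperature, light-protected | detection = FRET, CFP and YFP emission | control set = no-enzyme low, enzyme-DMSO high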
# APOBEC3G inh: blocks human APOBEC3G single-stranded DNA deamination; inhibition, % at 20 µM; AID 493012; recombinant A3G, ssDNA deamination FAM/TAMRA fluorescence; 330,000 compounds, 0.28% hits;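 active = inhibition of at least 40% at 20 µM, with no more than 30% in the related APOBEC3A deaminase screen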;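 note: plate controls were DMSO wells with A3G for no effect and wells lacking A3G enzyme for full effect; some compounds called inactive have numbers as strong as hits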
# Target sequence (Q9HC16 whole entry, looked up): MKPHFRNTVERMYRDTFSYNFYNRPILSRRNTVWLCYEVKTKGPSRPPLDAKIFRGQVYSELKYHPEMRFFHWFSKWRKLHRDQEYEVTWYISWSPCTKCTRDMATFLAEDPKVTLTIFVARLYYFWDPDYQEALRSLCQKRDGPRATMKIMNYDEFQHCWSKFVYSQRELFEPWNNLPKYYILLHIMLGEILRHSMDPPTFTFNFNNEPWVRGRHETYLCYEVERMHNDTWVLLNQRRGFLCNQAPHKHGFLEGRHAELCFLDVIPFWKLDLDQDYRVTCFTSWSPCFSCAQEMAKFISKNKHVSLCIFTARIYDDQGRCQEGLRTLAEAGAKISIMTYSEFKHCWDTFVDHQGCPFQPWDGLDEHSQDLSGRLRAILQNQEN
# SENP8 block-1: SENP8 (human) protease inhibition. inhibition, % at 20 µM. AID 602440. 360,000 compounds, 0.64% hits. recombinant SENP8, Nedd8 substrate fluorescence; in the data active = inhibition mostly above about 40%, no sharp cut-off; inactive = mostly below about 27%
# Target sequence (Q96LD8 whole entry, looked up): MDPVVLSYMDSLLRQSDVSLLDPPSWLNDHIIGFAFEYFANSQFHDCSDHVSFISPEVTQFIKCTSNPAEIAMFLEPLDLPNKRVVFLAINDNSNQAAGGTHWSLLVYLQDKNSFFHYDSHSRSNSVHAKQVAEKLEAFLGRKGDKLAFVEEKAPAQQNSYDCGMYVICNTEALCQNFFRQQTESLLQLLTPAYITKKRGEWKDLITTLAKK
# SENP8 block-2: inhibitors of human SENP8 protease. inhibition, % at 10 µM. AID 2540. 330,000 compounds, 1.2% hits. purified SENP8, Z-RLRGG-aminoluciferin cleavage, luminescence. Q96LD8; in the data active = inhibition above about 50%
# An asterisk follows results filed as active; ? = inconclusive.
SMILES,UBC13 polyUb,SENP6 block,Apaf1 inhib,SENP8 block-2,SENP1 FRET inh,SENP8 block-1,SENP7 inh,APOBEC3G inh
CN(C)N=Nc1ccc(S(=O)(=O)N2CCSC2C(=O)O)cc1 (stereo unspecified),2,11,-3,-2,1,0,-1,0
O=C1c2ccccc2S(=O)(=O)N1Cc1c(F)cccc1Cl,13,-12,6,-1,-1,8,5,-3
Cc1cc(C)c2oc(C(=O)N3CCN(C)CC3)cc(=O)c2c1,2,9,11,0,-2,-4,1,1
Cc1c(/C(O)=C2/C(=O)C(=O)N(CCN3CCOCC3)C2c2ccccn2)cnn1-c1ccccc1 (stereo unspecified),-16,2,10,-9,-69,-11,-2,-1
COc1ccc(/C=N/n2nnnc2N)cc1OC,2,-16,-6,-5,1,-116,1,-4
Cc1cc(C)n(CC(C)Nc2nc3nonc3nc2N2CCCCC2)n1 (stereo unspecified),-13,-28,3,-4,0,10,-3,-1
COC(=O)C1=C(C)N(CCC2=CCCCC2)C(=O)C1,-6,-25,3,-6,2,17,6,2
CN(C)S(=O)(=O)c1ccc(C(=O)NCc2nnc(SCC(=O)c3ccccc3)o2)cc1,-5,-3,2,-6,2,4,-9,-7
COc1ccc(/C=N/NS(C)(=O)=O)c(OC)c1,2,-8,-4,-2,1,-2,-1,-5
Clc1ccc(OCc2nn3c(-c4ccccc4)nnc3s2)c(Cl)c1,2,0,-14,5,-1,8,5,-2
O=C(c1ccco1)N1CCN=C1SCc1ccccc1F,6,1,-9,7,1,3,-10,-5
Cc1cc(S(=O)(=O)N2CCCC2)ccc1OCC(=O)NC1CCCC1,-5,-2,7,-6,2,8,-7,-3
O=C(NCC1CCCO1)c1cc2n(n1)C(C(F)(F)F)CC(c1ccc(F)cc1)N2 (stereo unspecified),-8,7,3,2,6,2,8,4
CCC(=O)Nc1nnc(SCCOC)s1,6,2,-1,2,2,9,4,4
Cc1ccc(N2CCN(CC(O)COc3cccc4ccccc34)CC2)cc1 (stereo unspecified),1,-17,26,-1,1,20,4,-6
CCOC(=O)C1CCCN(S(=O)(=O)c2cc3c4c(c2)CCN4C(=O)CC3)C1 (stereo unspecified),0,-15,10,-4,1,17,1,-1
O=C(Cn1ccsc1=NC(=O)C(F)(F)F)c1ccccc1,-1,-17,8,-8,3,8,6,3
CCOC(=O)c1ccccc1Nc1cc(C)nc2nc(C)nn12,6,-5,4,-4,-170,-4,11,1
CCOc1ccc(N(CC(=O)Nc2c(C)cccc2C)S(=O)(=O)c2c(C)[nH]c(=O)[nH]c2=O)cc1,-10,-7,4,-9,2,-1,-12,-7
Cc1nc(-c2ccc(S(=O)(=O)N3CCCCCC3)cc2)cs1,-1,34,8,1,-4,2,14,0
CCOC(=O)CN(C(=O)COc1nc(-c2ccccc2)cc(C)c1C#N)c1ccc(C)cc1,5,-2,1,0,0,-10,3,-5
Cc1ccc2oc(=O)cc(CN3CCC(C)CC3)c2c1,-18,3,6,-9,-3,3,-11,1
CCc1nc(NC(=O)Cc2csc(C)n2)sc1C(=O)OC,-9,3,-24,-7,-1,11,-8,1
Cc1ccc(C(=O)c2cccc(N)c2)cc1C,6,17,-3,5,-1,8,6,-2
O=C(Nc1ccc2sccc2c1)c1cccc(N2C(=O)CCC2=O)c1,6,-19,-3,-6,4,24,-11,-7
CCC1CCC(C(=O)NC(C(=O)Nc2ccc3c(c2)OCCO3)C(C)C)CC1 (stereo unspecified),6,-7,-10,-1,-1,35,-3,-1
Cc1ccc(S(=O)(=O)N2CCN(C(=O)N3CCOCC3)C2C)cc1 (stereo unspecified),4,-7,4,0,-1,1,8,3
COc1ccccc1N1CCN(/N=C/c2ccc(C(=O)O)cc2)CC1,3,28,-4,13,1,3,19,-6
CC(=O)Nc1ccc(C2Nc3ccccc3C(=O)N2C2CCCCC2)cc1 (stereo unspecified),22,-11,-2,-1,1,-274,4,-8
O=C(Nc1nncs1)C1COc2ccccc2O1 (stereo unspecified),-5,-27,6,-18,2,12,-10,-7

# Three records drawn at random from the list so far, as already listed:
SMILES,UBC13 polyUb,SENP6 block,Apaf1 inhib,SENP8 block-2,SENP1 FRET inh,SENP8 block-1,SENP7 inh,APOBEC3G inh
CCOC(=O)c1ccccc1Nc1cc(C)nc2nc(C)nn12,6,-5,4,-4,-170,-4,11,1
Cc1nc(-c2ccc(S(=O)(=O)N3CCCCCC3)cc2)cs1,-1,34,8,1,-4,2,14,0
O=C(Nc1nncs1)C1COc2ccccc2O1 (stereo unspecified),-5,-27,6,-18,2,12,-10,-7

# The listing continues:
SMILES,UBC13 polyUb,SENP6 block,Apaf1 inhib,SENP8 block-2,SENP1 FRET inh,SENP8 block-1,SENP7 inh,APOBEC3G inh
COc1cc(/C=C/C(C)=O)cc(OC)c1OC,-9,3,12,-5,1,-15,-5,-2
Cc1c(CCO)c(=O)[nH]n1C(=O)c1c(F)cccc1F,2,11,-1,13,6,12,8,1
O=C(c1cnn2c(C(F)F)cc(-c3ccccc3)nc12)N1CCSCC1,-19,-19,14,-11,-6,-170,-4,-3
CCN(CC(=O)Nc1c(F)cccc1F)C(=O)c1ccc(C(F)(F)F)cc1,-3,-13,5,-18,0,23,-4,-9
COc1cccc2sc(N3CCN(C(=O)c4ccco4)CC3)nc12,0,-6,3,4,0,12,-1,0
Cc1cc(N2CCN(C(=O)c3ccco3)CC2)c2ccccc2n1,-2,-25,-6,-2,-2,8,-4,0
O=C(C[C@@H]1C/C=C\C[C@H](NC(=O)OCC2c3ccccc3-c3ccccc32)C(=O)OC[C@@H]2CCCN2C1=O)N[C@@H](CO)Cc1ccccc1,?,8,13,-12,1,-1,-2,-2
N#CCC(=O)N/N=C/c1ccc(Sc2nc3ccccc3s2)o1,2,-13,21,-7,-61,17,-1,-8
Cc1cc(C)cc(N(C(=O)CNC(=O)c2ccco2)C(C(=O)NC2CCCCC2)c2ccncc2)c1 (stereo unspecified),-2,-24,-2,0,0,7,-10,-12
c1ccc(-c2ccccc2-c2nc(-c3cccnc3)no2)cc1,-6,-4,18,-9,-2,13,-2,-4
COc1cccc(CN2CCCC(C(=O)N3CCCCC3)C2)c1 (stereo unspecified),9,-23,-3,-7,3,-1,-2,-9
CN1CCN(C(=O)C(N)Cc2ccccc2)CC1 (stereo unspecified),-1,-10,6,-1,-2,-13,-8,-5
O=C(COC(=O)CNC(=O)C1CCCCC1)Nc1ccc(Cl)cc1F,-5,0,-5,-5,1,21,-6,-6
CC(Oc1ccc(Cl)cc1)C(=O)Nc1sccc1C(N)=O (stereo unspecified),17,21,4,4,-16,-4,5,3
O=C(OCC(=O)N1CCN(c2ccccc2)CC1)c1cccs1,-1,-11,-7,-11,3,6,-1,-10
CCCCN(C1CCS(=O)(=O)C1)S(=O)(=O)c1ccc(OC)c(OC)c1 (stereo unspecified),-4,-11,9,-11,1,3,-8,-9
CCCc1[nH]n(-c2nc3ccccc3s2)c(=O)c1C=NCCN1CCOCC1,11,51*,-3,34,-1,23,36,-7
O=C(CN1CCN(Cc2ccccc2)C1=O)NCc1ccc(Cl)cc1,7,-11,3,2,0,18,2,-3
O=C1CN(C(=O)COC(=O)C2CC(=O)N(Cc3ccco3)C2)c2ccccc2N1 (stereo unspecified),-1,0,-2,5,-1,-23,-6,-3
NC(=NCCc1ccc(Cl)cc1)NS(=O)(=O)c1ccc(F)cc1,8,7,8,-2,2,13,-6,-6
COc1ccccc1C(=O)Nc1nnc(CCc2ccccc2)s1,-2,6,19,-19,0,4,2,-6
COc1cc(CNn2cn[nH]c2=S)cc(Br)c1OCc1ccccc1F,-10,-5,8,4,2,6,4,-5
COc1ccc(/C=N/NC(=O)c2cccnc2)cc1CN1CCOCC1,2,-11,-9,6,2,-17,4,-1
CC1CCN(C(=O)c2ccc(CS(=O)(=O)Cc3ccccc3)cc2)CC1,2,-2,2,-4,0,-5,-1,-3
CC1(C)CC(N2CCN(c3ccccc3)CC2)=CC(=[N+]2CCCC2)C1,-16,-21,-8,-12,2,15,-7,18
COc1cccc(CNC(=O)CCS(=O)(=O)c2ccc3c(c2)oc(=O)n3C)c1,2,7,-8,-6,-2,8,-7,-2
Cc1ncc(CO)c2cc(C(=O)Nc3ccccc3Cl)c(=Nc3cccc(C(N)=O)c3)oc12,21,-16,4,1,0,18,1,-6
CN1CC(=O)N(CC(=O)Nc2cc(Cl)cc(Cl)c2)C1=O,5,-27,3,-6,0,-3,-6,-10
Cc1cc(C)c(S(=O)(=O)c2c(C)cccc2C)c(Cl)n1,-15,-12,10,-1,2,10,-1,-4
O=C(NCc1ccco1)c1ccc(CNc2c(N3CCCCC3)c(=O)c2=O)cc1,-4,-6,16,-12,3,1,-15,-10
COC(=O)C(C(=O)OC)C(C)C(C(=O)OC)C(=O)OC,-4,-15,-1,-3,3,12,-6,-3
Cc1cccc(NC(=O)CN(C)S(=O)(=O)c2ccc(-c3ccc(=O)[nH]n3)s2)c1C,-17,4,14,7,-4,-14,3,-4
Cc1nc2ccccn2c1C(=O)NN=C1CCCC1,9,7,5,3,1,0,4,-2
CCOCCCNc1ncnc2c1nc1n2CCCC1,-3,-21,8,-18,-1,10,-14,-7
Cc1cccc(C(=O)NC(=S)Nc2ccc(S(=O)(=O)N(C)c3ccccc3)cc2)c1,-2,9,7,4,1,17,4,-2
CCOCCCNC(=O)C(NC(=O)c1ccc2c(c1)OCO2)c1ccc(Cl)cc1 (stereo unspecified),13,4,-8,-1,1,-1,-10,2
Cc1cc(=O)[nH]c(SCc2cc(=O)n3nc(C)sc3n2)n1,2,5,-5,4,1,7,0,-6
Cc1cc(C)n(C(C)n2nc(C)cc2C)n1,-10,-6,12,-7,0,13,-16,-8
Cc1noc(C)c1C(=O)Nc1ccc(F)cc1,4,-16,-2,-5,0,1,1,-5
CC(C)c1ccc(OCc2ccc(C(=O)O)o2)cc1,-4,95*,5,87*,2,-21,77*,1
O=C(CN1CCN(C(=O)c2c(F)cccc2F)CC1)Nc1ccccc1C(F)(F)F,8,-8,5,2,2,18,-2,-2
Cc1nc2ccccc2c(=O)n1-c1ccc(NS(=O)(=O)c2ccc(F)cc2F)cc1,-2,8,-4,12,0,5,-1,-4
Cc1ccc(OCCNC(=O)c2ccccc2O)cc1,3,-6,-9,-9,0,-59,-6,-6
COC(=O)[C@H](Cc1ccccc1)NC(=O)NCc1ccc(C)cc1,7,-11,-6,2,4,11,-4,0
CCc1ccc(CN(C)C(=O)c2cc(COc3cc(C)c(Cl)c(C)c3)on2)nc1,4,3,32,-5,1,9,1,-7
O=C1c2cccc3cccc(c23)C(=O)N1CCN1CCN(C(=S)Nc2ccccc2)CC1,25,-12,-1,-9,1,4,-8,-7
COc1ccc(CN2CCNC(=O)C2CC(=O)NCCN2CCCCC2=O)c(F)c1 (stereo unspecified),-1,-4,6,-10,-4,-28,-2,-8
OC1CCCN(CC(O)COc2ccc(-c3ccccc3)cc2)C1 (stereo unspecified),2,-4,15,-2,1,10,-11,-7
Cc1ncc([N+](=O)[O-])n1Cc1cccc2ccccc12,8,-2,-5,1,2,5,5,-6
CCn1c(CC(=O)Nc2ccc(F)cc2)nnc1SCC(=O)NC1=NCCS1,4,12,-7,-3,-1,3,-7,-14

# Bioassay records deposited in PubChem by Sanford-Burnham Center for Chemical Genomics.

# Outcome played no part in choosing rows (roughly 3.6% active in at least one column).
